# SW480 rereplic: DNA re-replication induction in SW480 cells; SW480 DNA re-replication, Hoechst DNA content imaging, 48 h; Potency, µM (series often up to 46.1 µM), inactives show at the top dose re-replication activation, hits mostly activators; actives 1.8% (n = 340,000); note: potency is the fitted concentration of half-maximal effect; % of control where 0% means no effect; nearly all actives have a fitted effect of over 55% in size
#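 Readout is total intensity of Hoechst-stained nuclei, excited at 405 nm and collected at 500-530 nm. Compound treatment lasted 48 hr at 37 C in 5% CO2 before staining.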
# IL1B secr inh: inflammasome signaling inhibition, IL-1 beta readout. THP-1 LPS/ATP IL-1B secretion, AlphaLISA, 16 h; active compounds read low. activity change, % at 57.5 µM. actives 4.7% (n = 360,000); in the data active = activity change below about -50%; inconclusive = mostly about -30% to -49%; note: % is set by controls: 0 for no effect and ±100 for the full control effect
#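 THP-1 cells pretreated 1 hr with compounds (up to 57.5 uM final), then stimulated with LPS (250 ng/mL final) plus ATP (1.25 mM final); secreted IL-1B measured by AlphaLISA after 16 hr, decreased signal indicating inhibition.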
# HT1080NT lethal: kills 2HG-producing HT-1080-NT fibrosarcoma cells; HT-1080-NT fibrosarcoma viability, CellTiter-Glo ATP luminescence, 48 h; Potency, µM (top dose mostly 46.1 µM), for the others: top-dose activity, negative = less viability, hits mostly cytotoxic; actives 1.6% (n = 360,000); AID 686970;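 note: NT is the 2HG producing partner of a matched IDH1 knockdown line; potency is the fitted concentration of half-maximal effect; 0% = DMSO-treated cells and -100% = media-only wells without cells; nearly all actives have a fitted effect of over 55% in size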
#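 A 48-hour cytotoxicity screen used HT-1080-NT cells plated 2 hours before compound delivery. ATP-based CellTiter-Glo luminescence measured viability, normalized to DMSO and no-cell controls.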
# ATXN2 expr inh: ATXN2 expression inhibition | Potency, µM (titrated, usually from 57 µM), inactives show at the highest dose activity change, negative = inhibition, most hits filed as inhibitors | HEK-293 ATXN2-luciferase reporter, luminescence, 24 h | actives 0.72% (n = 360,000); note: potency is the fitted concentration of half-maximal effect; % is set by controls: 0 for no effect and ±100 for the full control effect; nearly all actives have a fitted effect of over 55% in size
#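 ATXN2-luciferase reporter cells (luciferase flanked by upstream and downstream ATXN2 gene portions) were treated 24 h at 37 °C with compounds at up to 57 uM. SteadyGlo luminescence gave expression; GF-AFC fluorescence gave viability.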
# HT1080 IDH1KD tx: kills HT-1080 cells with IDH1 knockdown. HT-1080 IDH1 knockdown viability, ATP luminescence, 48 h. Potency, µM (series often up to 46.1 µM), for the others: top-dose activity, negative = toxicity, actives largely listed as cytotoxic. actives 2% (n = 360,000). AID 686971;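 note: potency is the fitted concentration of half-maximal effect; 0% = DMSO wells and -100% = cell-free medium wells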
#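 Using the IDH1-knockdown HT-1080 line run in the same batch and compound series as the NT line, viability after 48 h at 37 °C was determined by CellTiter-Glo luminescence and expressed as % activity.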
# KB-3-1 cytotox: KB-3-1 parental cell cytotoxicity; KB-3-1 viability, CellTiter-Glo ATP luminescence, 72 h; Potency, µM (highest dose often 46.1 µM), without a hit: at the highest dose activity change, negative = cytotoxic, actives largely listed as cytotoxic; actives 1.4% (n = 400,000); note: potency is the fitted concentration of half-maximal effect; % is set by controls: 0 for no effect and ±100 for the full control effect; nearly all actives have a fitted effect of over 60% in size
#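 Cells are dispensed, compounds pinned in, plates held at 37 °C for 72 h, then CellTiter-Glo is added and luminescence read after 10 minutes. Cell line: parental KB-3-1 in phenol-red-free DMEM, 10% FBS.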
# KB-V1 cytotox: KB-V1 MDR subline cytotoxicity. Potency, µM (titrated, usually from 46.1 µM), for inactives: at the top dose activity change, negative = cytotoxicity, most hits filed as cytotoxic. KB-V1 MDR cells viability, CellTiter-Glo, 72 h. actives 3.4% (n = 400,000). AID 1347076; note: potency is the fitted concentration of half-maximal effect; % is set by controls: 0 for no effect and ±100 for the full control effect; nearly all actives have a fitted effect of over 60% in size
#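 qHTS viability screen in drug-selected KB-V1 MDR cells: 72 h compound treatment at 37 degrees C, ATP luminescence end point.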
# WRN inhibitor: blocks human WRN helicase; Q14191; WRN helicase unwinding, fluorescent forked duplex, kinetic; Potency, µM (doses to about 114 µM), for inactives: at the highest dose activity change, negative = inhibition, most hits filed as inhibitors; actives 0.46% (n = 360,000); note: potency is the fitted concentration of half-maximal effect; % is set by controls: 0 for no effect and ±100 for the full control effect; nearly all actives have a fitted effect of over 55% in size
# Target sequence (Q14191 whole entry, looked up): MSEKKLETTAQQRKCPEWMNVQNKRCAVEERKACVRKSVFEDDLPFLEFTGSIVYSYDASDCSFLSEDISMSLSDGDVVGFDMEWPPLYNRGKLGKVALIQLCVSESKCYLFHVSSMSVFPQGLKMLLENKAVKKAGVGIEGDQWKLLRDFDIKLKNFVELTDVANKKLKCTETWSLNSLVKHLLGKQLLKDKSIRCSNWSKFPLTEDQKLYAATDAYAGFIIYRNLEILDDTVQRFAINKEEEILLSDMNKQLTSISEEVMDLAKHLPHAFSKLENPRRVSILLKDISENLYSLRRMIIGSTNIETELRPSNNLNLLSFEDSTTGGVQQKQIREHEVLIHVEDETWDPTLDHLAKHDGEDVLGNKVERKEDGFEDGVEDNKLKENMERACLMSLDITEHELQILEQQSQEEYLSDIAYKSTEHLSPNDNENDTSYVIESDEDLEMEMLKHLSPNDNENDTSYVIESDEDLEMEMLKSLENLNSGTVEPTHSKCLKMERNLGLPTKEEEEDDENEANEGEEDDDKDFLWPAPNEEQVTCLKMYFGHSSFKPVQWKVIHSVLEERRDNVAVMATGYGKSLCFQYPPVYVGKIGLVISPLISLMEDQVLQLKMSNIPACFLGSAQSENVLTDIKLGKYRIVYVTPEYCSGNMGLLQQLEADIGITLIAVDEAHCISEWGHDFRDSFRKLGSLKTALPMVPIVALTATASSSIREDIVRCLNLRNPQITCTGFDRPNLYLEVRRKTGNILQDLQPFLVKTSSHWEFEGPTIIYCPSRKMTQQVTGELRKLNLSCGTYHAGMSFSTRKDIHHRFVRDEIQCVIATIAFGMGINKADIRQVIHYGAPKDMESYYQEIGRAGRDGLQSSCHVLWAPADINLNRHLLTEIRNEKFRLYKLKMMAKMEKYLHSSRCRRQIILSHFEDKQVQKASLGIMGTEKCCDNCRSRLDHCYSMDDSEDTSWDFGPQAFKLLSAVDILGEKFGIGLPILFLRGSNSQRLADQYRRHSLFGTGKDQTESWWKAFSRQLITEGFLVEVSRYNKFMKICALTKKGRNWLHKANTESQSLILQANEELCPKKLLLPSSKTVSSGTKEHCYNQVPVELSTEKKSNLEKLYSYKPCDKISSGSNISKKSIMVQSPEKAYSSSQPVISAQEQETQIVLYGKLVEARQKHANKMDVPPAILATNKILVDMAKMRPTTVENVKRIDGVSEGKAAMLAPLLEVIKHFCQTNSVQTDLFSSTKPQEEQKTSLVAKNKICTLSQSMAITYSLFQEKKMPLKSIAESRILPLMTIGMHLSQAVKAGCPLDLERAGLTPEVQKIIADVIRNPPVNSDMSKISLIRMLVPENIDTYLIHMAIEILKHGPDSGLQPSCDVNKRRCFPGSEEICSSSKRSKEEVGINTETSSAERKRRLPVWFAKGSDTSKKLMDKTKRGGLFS
#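 Kinetic fluorescence helicase assay: unwinding of a quenched forked DNA duplex (100 nM final) with 2 mM ATP final raises red fluorescence (525/598 nm). Compounds sat 15 min at room temperature with 20 nM WRN beforehand.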
# MCF10A rereplic: induces DNA re-replication in MCF 10a normal breast cells; MCF 10A DNA re-replication, Hoechst nuclear intensity, 48 h; Potency, µM (series often up to 46.1 µM), without a hit: top-dose activity, positive = re-replication, usual class: activators; actives 2.9% (n = 350,000); AID 624296; note: potency is the fitted concentration of half-maximal effect; % of control where 0% means no effect; nearly all actives have a fitted effect of over 50% in size
# The depositor's hits bear a star; ? = inconclusive; nt = not tested or not shown; & = joins results of further samples; [ ] = dose if it differs, or a comment. Unless noted, calls come from the whole dose curve; as a rule, active = well fitted curve in the direction sought with a large enough effect; inconclusive = small, poorly fitted or top-dose-only effect, or another doubt; inactive = no such curve, though single readings can be large; an effect the other way counts as inactive or inconclusive.
SMILES,SW480 rereplic,IL1B secr inh,HT1080NT lethal,ATXN2 expr inh,HT1080 IDH1KD tx,KB-3-1 cytotox,KB-V1 cytotox,WRN inhibitor,MCF10A rereplic
CCCNC(=O)C1(C)CCCN(C(=O)Cc2ccc(OC)c(OC)c2)C1 (stereo not given),nt,0,25%,6%,17%,0%,-1%,3%,nt
Cn1c(=O)c2c(nc(N/N=C3\CCCc4ccccc43)n2Cc2ccc(F)cc2)n(C)c1=O,-1%,40,-10%,-13%,4%,8%,-30%,1%,3%
Cc1cc(CC(C)C)n(-c2nc3ccccc3c(=O)n2OCC(N)=O)n1,-1%,17,-20%,23%,-10%,-29%,?,6%,?
CC(=O)c1cccc(NC(=O)/C(=C/c2ccco2)NC(=O)c2ccco2)c1,4%,32,10%,0%,5%,-10%,-14%,-6%,6%
O=C(CN1C(=O)C2CC=CCC2C1=O)N1CCN(S(=O)(=O)c2ccccc2)CC1 (stereo not given),-10%,18,-3%,4%,3%,2%,8%,-3%,0%
Cc1ccc2cc(CCNC(=O)C(C)(C)C)c(=O)[nH]c2c1,6%,-10,-4%,-3%,0%,4%,12%,-6%,9%
O=C(c1cc(Br)c[nH]1)N1CCCCC1,17%,2,4%,nt,9%,3%,11%,-3%,2%
O=C(c1ccc(F)cc1)c1c[nH]c(C(=O)NCc2cccnc2)c1,-1%,-10,0%,-8%,-14%,0%,-11%,8%,6%
CCOC(=O)N1CCC2(CC1)C(C(=O)C13CC4CC(CC(C4)C1)C3)C2(C#N)C#N (stereo not given),3%,-54*,-3%,-1%,-1%,-3%,-11%,6%,-183%[0.0737 µM]
COc1ccccc1CN1CC(C(=O)NCc2ncccc2C)CCC1=O (stereo not given),-25%,16,20%,141%[activator],-1%,2%,5%,1%,0%
CCC(C)[C@H](NS(=O)(=O)c1ccc(C)cc1)C(=O)N1CCC(C(=O)N[C@H](C(=O)O)c2ccccc2)CC1 (stereo not given in full),-8%,24,7%,1%,3%,0%,0%,7%,4%
CC(C)NC(=S)N1CCN(Cc2ccc3c(c2)OCO3)CC1,-130%[inhibitor],-5,8%,4%,2%,-4%,-1%,-1%,3%
COc1cccc(CNC(=O)Cn2ccc3cc(S(=O)(=O)N4CCCCCC4)ccc32)c1OC,-17%,-15,-21%,-33%,-9%,-3%,-9%,-12%,16%
Cc1cc(-c2ccc(C)c(S(=O)(=O)Nc3cc(C)on3)c2)on1,-14%,18,-1%,nt,-5%,-1%,7%,-5%,2%
Cc1cccc(C)c1NC(=O)CCS(=O)(=O)c1cccc2nonc12,-5%,14,9%,2%&9%,8%,14%&13%,-16%&16%,14%,11%
O=C(c1ccccc1)c1cnc[nH]1,5%,3,12%,8%,27%,13%,17%,-3%,-1%
Cc1cc(=O)oc(C)c1C(=O)N1CCN(C)CC1,1%,18,16%,8%,10%,16%,?,3%,-1%
Cc1ccc(C(=O)N/N=C\c2ccc(Br)o2)o1,-1%,-28,14%,16%,19%,-1%,6%,-16%,2%
CC12CC3(C)CC(C)(C1)CC(C(=O)NC1=NCCS1)(C2)C3,13%,23,-2%,2%,3%,-3%,8%,-16%,18%
CC(=O)Nc1ccc(/C=N/Nc2nncc3ccccc23)cc1,2%,?,-8%,0%,-7%,-1%,-10%,-2%,16%
N#Cc1ccccc1NC(=O)COC(=O)CCc1ccc(S(=O)(=O)N2CCCCC2)cc1,-3%,7,9%,-1%,9%,9%,?,-1%,12%
Cc1cccc(NC(=O)Cn2nnc3sc4c(c3c2=O)CC(C)(C)OC4)c1,0%,3,3%,-1%,0%,6%,4%,-28%,4%
CCOC(=O)N1CCN(c2c(NCCCN(CC)Cc3ccccc3)c(=O)c2=O)CC1,0%,-5,-10%,1%,-1%,-8%,28%,-8%,-4%
O=C(NCCCCc1ccccc1)c1ccccc1F,5%,?,0%,6%,5%,18%,9%,2%,2%

# Quoted from the listing:
# Result of O=C(NCCCCc1ccccc1)c1ccccc1F under HT1080NT lethal: 0%
# Result of CC(=O)Nc1ccc(/C=N/Nc2nncc3ccccc23)cc1 under HT1080 IDH1KD tx: -7%

# Following part
SMILES,SW480 rereplic,IL1B secr inh,HT1080NT lethal,ATXN2 expr inh,HT1080 IDH1KD tx,KB-3-1 cytotox,KB-V1 cytotox,WRN inhibitor,MCF10A rereplic
CCCCC(=O)Nc1c(-c2ccc(OC)c(OC)c2)c(=O)c2ccccc2n1C,-9%,-4,-2%,-6%,-1%,2%,-6%,2%,21%
CCC1(C)Cc2c(sc3nc4n(c(=O)c23)CCCS4)CO1 (stereo not given),0%,-10,-8%,2%,-4%,-9%,0%,-9%,9%
COc1cnc(-c2ccccn2)nc1Sc1ccccc1,?,49,?,-20%,-18%,0%,0%,-4%,7%
CN(Cc1cn(Cc2ccc(Cl)cc2)nn1)C1CN(Cc2cn(Cc3ccc(Cl)cc3)nn2)S(=O)(=O)C1 (stereo not given),nt,?,-17%,-24%,-6%,?,?,-6%,nt
O=C(NCCN1CCN(C(=O)c2c(F)cccc2F)CC1)C(=O)Nc1ccc(Cl)cc1,-9%,-7,6%,-14%,-18%,6%,-6%,-25%,12%
CCOC(=O)c1ccsc1NC(=O)CCS(=O)(=O)c1ccccc1,?,-82*,2%,-9%,-15%,nt,nt,-35%,-1%
CN(C)S(=O)(=O)c1ccc(N/C=C(\[N+](=O)[O-])S(=O)(=O)c2ccccc2)cc1,-3%,15,7%,-11%,12%,12%,9%,7%,0%
Cc1ccc(C)c(NC(=O)C2C3CCCC2C3c2ccccc2)c1 (stereo not given),-2%,0,12%,-12%,3%,0%,4%,19%,1%
CC(=O)c1ccc(OCCCN2CCCCC2)cc1,-15%,24,0%,12%,6%,16%,?,-13%,1%
CCc1ccc(/C=C2/SC(=S)N(CC(=O)Nc3nc4ccccc4s3)C2=O)cc1,-8%,24,-6%,21%,-1%,-3%,-9%,-12%,?
O=C(NCCCc1ccccc1)c1cccs1,-7%,-4,18%,42%[activator],17%,0%,14%,-3%,0%
C=CCNc1oc(Cc2cccc3ccccc23)nc1C#N,-5%,10,-5%,-15%,-13%,0%,15%,2%,0%

# Eleven structures out of the list, ordered by number of heavy atoms, descending.
SMILES,SW480 rereplic,IL1B secr inh,HT1080NT lethal,ATXN2 expr inh,HT1080 IDH1KD tx,KB-3-1 cytotox,KB-V1 cytotox,WRN inhibitor,MCF10A rereplic
CN(Cc1cn(Cc2ccc(Cl)cc2)nn1)C1CN(Cc2cn(Cc3ccc(Cl)cc3)nn2)S(=O)(=O)C1 (stereo not given),nt,?,-17%,-24%,-6%,?,?,-6%,nt
N#Cc1ccccc1NC(=O)COC(=O)CCc1ccc(S(=O)(=O)N2CCCCC2)cc1,-3%,7,9%,-1%,9%,9%,?,-1%,12%
CCOC(=O)N1CCN(c2c(NCCCN(CC)Cc3ccccc3)c(=O)c2=O)CC1,0%,-5,-10%,1%,-1%,-8%,28%,-8%,-4%
CCc1ccc(/C=C2/SC(=S)N(CC(=O)Nc3nc4ccccc4s3)C2=O)cc1,-8%,24,-6%,21%,-1%,-3%,-9%,-12%,?
Cc1cccc(NC(=O)Cn2nnc3sc4c(c3c2=O)CC(C)(C)OC4)c1,0%,3,3%,-1%,0%,6%,4%,-28%,4%
CCOC(=O)c1ccsc1NC(=O)CCS(=O)(=O)c1ccccc1,?,-82*,2%,-9%,-15%,nt,nt,-35%,-1%
C=CCNc1oc(Cc2cccc3ccccc23)nc1C#N,-5%,10,-5%,-15%,-13%,0%,15%,2%,0%
COc1cnc(-c2ccccn2)nc1Sc1ccccc1,?,49,?,-20%,-18%,0%,0%,-4%,7%
O=C(NCCCCc1ccccc1)c1ccccc1F,5%,?,0%,6%,5%,18%,9%,2%,2%
CC(=O)c1ccc(OCCCN2CCCCC2)cc1,-15%,24,0%,12%,6%,16%,?,-13%,1%
O=C(NCCCc1ccccc1)c1cccs1,-7%,-4,18%,42%[activator],17%,0%,14%,-3%,0%

# Next structures.
SMILES,SW480 rereplic,IL1B secr inh,HT1080NT lethal,ATXN2 expr inh,HT1080 IDH1KD tx,KB-3-1 cytotox,KB-V1 cytotox,WRN inhibitor,MCF10A rereplic
Cc1ccc2c(c1)C(=O)OC1(O)C3C4C=CC(C4)C3C(=O)N21 (stereo not given),-3%,23,10%,0%,3%,8%,-10%,-10%,0%
O=c1c2ccccc2ncn1-c1ccccc1F,4%,-9,20%,6%,11%,?,-3%,0%,-8%
Cc1c(Cl)cccc1NC(=S)N(Cc1cccs1)C1CCCC1,0%,19,7%,5%,10%,-3%,-5%,3%,5%
COCCNC(=O)c1ccc(N2CC3CC(C2)c2cccc(=O)n2C3)c(NC(=O)c2ccccc2Br)c1 (stereo not given),nt,-12,-2%,nt,0%,-2%,?,19%,nt
O=C(N/N=C/c1ccco1)C(O)c1ccccc1 (stereo not given),3%,12,14%,-5%,6%,3%,0%,-2%,2%
Cc1ccc(OCC(=O)N/N=C/c2cn(C)c3ccccc23)cc1,-21%,12,3%,-3%,0%,7%,8%,6%,?
COc1ccccc1OC(C)C(=O)NNC(=S)NC1CCCC1 (stereo not given),0%,38,9%,-9%,8%,-1%,-18%,1%,?
NC(=O)c1c(NC(=O)c2ccc(F)cc2Cl)sc2c1CCC2,-12%,-23,7%,26%,2%,-44%,10%,-9%,1%
Cc1cc(C)cc(NC(=O)Nc2ccccc2N2CCCCC2)c1,-14%,-74*,-2%,-5%,-15%,-9%,-9%,-27%,5%
CCOC(=O)C1CCN(C(=O)COC(=O)c2oc3ccc(OC)cc3c2C)CC1,-1%,2,1%,nt,-4%,2%,-11%,-10%,3%

# From PubChem
